# Bioassay records: PubChem BioAssay, National Center for Advancing Translational Sciences (NCATS)
# Mito fusion act: qHTS Assay for Small Molecule Inhibitors of Mitochondrial Division or Activators of Mitochondrial Fusion; actives 0.23% (n = 320,000); AID 485298, 2010; Potency, µM (doses to about 46.1 µM), for the others: at the highest dose growth rescue (activation), usual class: activators; S. cerevisiae fusion-defective mutant growth rescue, CellTiterGlo 48 h;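 further: potency means the concentration at half of the fitted maximal effect; % of control where 0% means no effect; nearly all actives have a fitted effect of over 45% in size; temperature-sensitive fusion mutants such as fzo1-1 at 37 °C on non-fermentable ethanol glycerol medium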
#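 Luminescent cell viability in 1536-well qHTS format served as the measure of rescued growth in ts fusion-mutant S. cerevisiae cultured on non-fermentable YPEG for 48 hours at 37C.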
# Tb PFK block: qHTS Assay to Find Inhibitors of T. brucei phosphofructokinase; T. brucei PFK, ADP-Glo luminescence; Potency, µM (highest dose often 57.5 µM), for the others: at the top dose activity, negative = inhibition, hits mostly inhibitors; actives 0.17% (n = 330,000);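 further: potency means the concentration at half of the fitted maximal effect; 0% = uninhibited 1x PFK enzyme wells and -100% = no-enzyme wells; nearly all actives have a fitted effect of over 60% in size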
#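 Compounds were pin-transferred as a titration series up to 57 uM into substrate buffer (0.5 mM F6P, 0.1 mM ATP, pH 8.0), then 1.25 nM PFK was added and reactions ran 45 min before ADP-Glo detection.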
# Eya2 phos inh: qHTS Assay for Inhibitors of the Phosphatase Activity of Eya2. Protein phosphatase EYA2 (Homo sapiens), O00167. recombinant Eya2, OMFP fluorescence dephosphorylation (OMFP is methylfluorescein phosphate). Potency, µM (top dose mostly 76.9 µM), for inactives: at the highest dose activity, negative = inhibition, hits mostly inhibitors. actives 0.006% (n = 330,000). AID 488837, 2010; further: potency means the concentration at half of the fitted maximal effect; on the % scale 0 is the no-effect control and ±100 the full control effect
#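 Eya2 (0.2 uM) preincubated 10 min at ambient with compound, then OMFP substrate added at 50 uM; 10 min reaction in 50 mM HEPES pH 7.5, 50 mM NaCl, 5 uM MgCl2, 0.05% BSA, 1 mM DTT. Fluorescence read at Ex 485/Em 525 nm.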
# Chronic BCR inh: qHTS Assay to Find Inhibitors of Chronic Active B-Cell Receptor Signaling. ABC-DLBCL IkBa-CBG/CBR reporter, luminescence ratio, 4 h. Potency, µM (highest dose often 46.1 µM), inactives show at the top dose ratio change, negative = lower green/red ratio, actives largely listed as inhibitors. actives 0.05% (n = 340,000); active means well fitted inhibition curve with a large enough effect in the signal ratio, with a control signal flat, not every such curve was filed as active; inconclusive means small, poorly fitted or top-dose-only effect, or effect the other way, or a change in a side signal; the % refers to the signal ratio;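 further: potency means the concentration at half of the fitted maximal effect; plate controls were basal doxycycline-induced cells for no effect and cells given 10 µM MG132 for full effect; MG132 reads +100%, hits lower the ratio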
#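 TMD8 human ABC-DLBCL cells with doxycycline-inducible IκBα–green luciferase fusion and unfused red luciferase, in 0.5% FBS medium; compounds up to 46 uM, 4 h at 37C. Green/red luminescence ratio, filter-overlap corrected, fitted to concentration-response curves.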
# ELG1 repair inh: qHTS screen for small molecules that inhibit ELG1-dependent DNA repair in human embryonic kidney (HEK293T) cells expressing luciferase-tagged ELG1 | Potency, µM (top dose mostly 46.1 µM), inactives show at the highest dose activity change, negative = inhibition, most hits filed as inhibitors | AID 504467, 2011 | HEK293T ELG1-luciferase reporter, luminescence, 16 h; DNA damage induced by 5-fluorouridine | actives 2.3% (n = 330,000); further: potency means the concentration at half of the fitted maximal effect; on the % scale 0 is the no-effect control and ±100 the full control effect; nearly all actives have a fitted effect of over 55% in size
#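 5-Fluorouridine DNA damage + compound/DMSO, 2,000 cells/well, 16 h, 37 °C/5% CO2. ONE-Glo, 30 min RT, luminescence. Readout = decrease in reporter signal.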
# TCR activator: Activators of T cell receptors: qHTS campaign; primary human leukocytes, anti-CD3, IL-2 HTRF, 48 h; Potency, µM (series often up to 9.22 µM), for the others: at the highest dose activation of IL-2 secretion, most hits filed as activators; 330,000 tested, under 10 active; further: % of control where 0% means no effect
#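 Readout: HTRF IL-2, Eu-cryptate/d2 antibody pair, 320nm excitation, 665nm emission. Stimulus: a-CD3 beads, no co-stimulation. Cells: primary human leukocytes. Exposure: 48 hr with compound.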
# a7 integrin act: qHTS for Activators of Integrin-Mediated Alleviation for Muscular Dystrophy. alpha7betagal myoblasts, beta-gal FDG fluorescence, 48 h. Potency, µM (series often up to 38.3 µM), without a hit: at the highest dose activation, usual class: activators. actives 0.064% (n = 350,000). AID 624291, 2012;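 further: potency means the concentration at half of the fitted maximal effect; 100% = response of the positive control SU9516; nearly all actives have a fitted effect of over 60% in size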
#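 alpha7betagal+/- myoblasts (passage 13, 250/well) treated 48 h at 37C with compounds at 1:260 dilution of DMSO stock. Lysed, then beta-galactosidase activity read as FDG fluorescence (ex 480/em 540) after 30 min, with pre-read for autofluorescence.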
# S-ASM inh: Inhibitors of Secretory Acid Sphingomyelinase (S-ASM): qHTS; Potency, µM (doses to about 57.5 µM), inactives show top-dose activity change, negative = inhibition, hits mostly inhibitors; AID 504937, 2011; placental ASM, HMU-PC fluorogenic substrate, 60 min; Sphingomyelin phosphodiesterase (Homo sapiens), P17405; actives 0.006% (n = 340,000); further: potency means the concentration at half of the fitted maximal effect
#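 Fluorogenic HMU-PC substrate (9 uM final) is turned over by placental ASM in 60 min at 37 C after a 10 min compound preincubation. Reaction ended by alkaline stop (pH 10), with fluorescence read at 386/447 nm.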
# AT treatment: qHTS Assay for Identifying a Potential Treatment of Ataxia-Telangiectasia; actives 0.19% (n = 320,000); AID 485349, 2010; […] A-T fibroblasts, KAP-1 phosphorylation AlphaLISA; neocarzinostatin DNA damage 30 min before lysis; Potency, µM (top dose mostly 57.5 µM), for the others: at the top dose activation, most hits filed as activators; further: potency means the concentration at half of the fitted maximal effect; % of control where 0% means no effect; nearly all actives have a fitted effect of over 45% in size
#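 hTERT-immortalized A-T patient fibroblasts ([…]), 500 cells/well in OPTI-MEM, 1% FBS, got compounds for 60 min, then NCS for 30 min at 37C. Lysates were then assayed for phospho-KAP-1 by AlphaLISA (anti-pKAP1 donor, anti-KAP1 acceptor beads), 6 hr at 25C.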
# TSHR antagonist: Antagonists of the Thyroid Stimulating Hormone Receptor: HTS campaign; Thyrotropin receptor (Homo sapiens), P16473; actives 0.2% (n = 330,000); TSHR-expressing cells, TSH-stimulated cAMP HTRF, 2 h; active compounds read low; AID 504810, 2011; activity change, negative = inhibition, % at 11.5 µM;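 active means activity change below a set negative limit, meaning inhibition stronger than a set level, cut at about -70% in these data; inconclusive means activity change between two set negative limits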; further: on the % scale 0 is the no-effect control and ±100 the full control effect
# Target sequence (P16473 whole entry, looked up): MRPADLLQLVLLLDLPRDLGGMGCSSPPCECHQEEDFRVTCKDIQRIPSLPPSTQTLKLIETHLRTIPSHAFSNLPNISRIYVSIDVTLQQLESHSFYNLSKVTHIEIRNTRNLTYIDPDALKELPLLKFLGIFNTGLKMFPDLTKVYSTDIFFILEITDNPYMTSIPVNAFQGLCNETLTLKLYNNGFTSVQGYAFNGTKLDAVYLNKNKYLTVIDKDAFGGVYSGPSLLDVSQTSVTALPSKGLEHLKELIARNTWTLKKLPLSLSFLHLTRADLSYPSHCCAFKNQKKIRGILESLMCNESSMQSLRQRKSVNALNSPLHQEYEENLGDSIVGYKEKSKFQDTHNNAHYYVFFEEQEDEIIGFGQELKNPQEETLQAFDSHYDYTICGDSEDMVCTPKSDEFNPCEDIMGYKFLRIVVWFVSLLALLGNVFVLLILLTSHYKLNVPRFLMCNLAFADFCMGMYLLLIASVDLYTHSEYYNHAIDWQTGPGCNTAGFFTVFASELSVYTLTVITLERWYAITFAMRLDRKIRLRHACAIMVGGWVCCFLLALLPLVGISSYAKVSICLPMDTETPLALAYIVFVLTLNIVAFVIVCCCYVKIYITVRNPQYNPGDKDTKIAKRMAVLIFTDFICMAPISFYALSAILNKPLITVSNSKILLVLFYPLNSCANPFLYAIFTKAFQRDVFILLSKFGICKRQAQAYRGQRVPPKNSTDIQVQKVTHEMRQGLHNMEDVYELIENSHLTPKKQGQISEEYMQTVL
#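 TSHR-expressing cells, 200/well, pre-treated with compound, then stimulated with EC80 TSH (4nM final) for 2 hours at 37 deg C. cAMP measured by competitive HTRF: anti-cAMP cryptate antibody in lysis buffer plus cAMP-d2, read after 30 minutes at room temperature.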
# PTAP TSG101 blk: qHTS Assay for Iinhibitors of HIV-1 Budding by Blocking the Interaction of PTAP/TSG101 | 340,000 tested, under 10 active | Fluorescence polarization, FITC-PTAP peptide / Tsg101 binding | AID 493005, 2010 | Tumor susceptibility gene 101 protein (Homo sapiens), Q99816 | Potency, µM (titrated, usually from 115 µM), without a hit: top-dose activity change, negative = inhibition, usual class: inhibitors; active means well fitted inhibition curve with a large enough effect in the main read-out, with a control signal flat, not every such curve was filed as active; inconclusive means small, poorly fitted or top-dose-only effect, or effect the other way, or a change in a side signal; inactive means no such curve, though single readings can be large or run the other way; further: potency means the concentration at half of the fitted maximal effect; % of control where 0% means no effect
#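 Fluorescence anisotropy tracks displacement of a FITC-tagged PTAP peptide (50 nM) from the Tsg101 binding domain (10 uM), following a 20 min room-temperature incubation at pH 7.5.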
# * marks the source's active call; other numbers are inactive results; ? = inconclusive; · = not tested or not shown; [ ] = dose if it differs, or a comment. Unless noted, the call rests on the fitted dose curve; in most records, active means well fitted curve in the direction sought with a large enough effect; inconclusive means small, poorly fitted or top-dose-only effect, or another doubt; inactive means no such curve, though single readings can be large; an effect the other way counts as inactive or inconclusive. Compounds as they come; 3.2% or so of the library scored in one or more.
SMILES,Mito fusion act,Tb PFK block,Eya2 phos inh,Chronic BCR inh,ELG1 repair inh,TCR activator,a7 integrin act,S-ASM inh,AT treatment,TSHR antagonist,PTAP TSG101 blk
Cc1cccc(NC(=O)N2CCCC2C(=O)Nc2ccccc2)c1 (centres undefined),-1%,-9%,5%,?,-7%,1%,17%,0%,-2%,-3,4%
COCCCNC(=S)NNC(=S)NCCCOC,1%,2%,14%,0%,-12%,-1%,7%,8%,-4%,4,0%
Cc1cc(S(=O)(=O)Nc2c(C)ccc3nsnc23)ccc1F,0%,4%,-10%,0%,-11%,13%,20%,0%,-3%,-13,2%
CC(=O)N1CCc2cc(Br)cc(S(=O)(=O)N3CCCCC3)c21,15%,3%,-1%,5%,2%,-1%,7%,-1%,-4%,0,-2%
CCOC(=O)COc1cccc(C2NC(=O)c3ccccc3O2)c1 (centres undefined),0%,2%,-5%,3%,10%,2%,-9%,0%,1%,-1,-5%
Cn1c(CSCc2ccccc2)nnc1SCC(=O)Nc1nccs1,-1%,-8%,-14%,?,?,-15%[46.1 µM],-15%,1%,1%,-1,-6%
Cc1ccc2c(c1)N(Cc1cccc(F)c1)C(=O)C(C)O2 (centres undefined),-5%,-2%,-5%,-1%,3%,·,36%,-2%,7%,-20,-4%
Cc1ccc(Nc2nc(Cl)c(C=O)s2)cc1,-6%,2%,24%,-2%,?,-2%,7%,11%,-4%,13,2%
Cc1cccc(OCCn2c(-c3ccco3)nc3ccccc32)c1,-6%,-3%,-22%,0%,?,4%,-18%,-16%,5%,-11,-6%
Cc1ccc(-c2nc3ccccc3[nH]2)cc1NC(=S)NC(=O)c1ccccc1Br,4%,-1%,-1%,?,?,-10%,16%,-15%,3%,5,-4%
CCCCOc1ccc(N(CC(=O)NC(C)(C)C)C(=O)CCC(=O)Nc2nccs2)cc1,-4%,1%,0%,-1%,-2%,·,30%,-1%,0%,-1,4%
CCSc1nnc(NC(=O)C2C3CCC(C3)C2C(=O)O)s1 (centres undefined),0%,-8%,-4%,2%,10%,-2%,-3%,1%,2%,2,-2%
N#Cc1cc(C#N)c(N2CCN(c3ccccn3)CC2)nc1N,-2%,3%,8%,5%,?,-7%,5%,1%,-2%,-19,-6%
COc1cccc(NC(=O)c2cc([N+](=O)[O-])ccc2NC(=O)CNCC2CCCO2)c1 (centres undefined),-1%,-1%,13%,-3%,9.2µM*,1%,-12%,-1%,-4%,-6,0%
NC(=O)C1=CN(Cc2ccc(Cl)cc2)CCC1C(F)(F)F (centres undefined),0%,-1%,7%,-13%,?,2%,-20%,-2%,5%,-2,-2%
CC1CCCCN1Cc1c(C#N)c2ccccc2n1C (centres undefined),-13%,·,·,·,·,-12%,-25%,1%,·,·,-1%
Cc1ccc(NC(=O)c2ccc(S(=O)(=O)N3CCC(C)CC3)cc2)cc1,4%,-3%,5%,?,-15%,-7%,1%,1%,4%,2,-2%
CS(=O)(=O)Nc1ccc(C(=O)N2CCCCC2)cc1,-2%,-6%,3%,4%,-2%,-5%,12%,-3%,-3%,4,-10%
Cc1ccc(NC(=O)Cn2nc(C)c([N+](=O)[O-])c2C)cc1Cl,-2%,-6%,-2%,-1%,-3%,0%,-15%,-1%,-2%,-7,-9%
Oc1ccc(-c2csc(Nc3cccc4ccccc34)n2)cc1O,4%,-13%,15%,?,11%,6%,-13%,-17%,1%,-1,-4%

# The list goes on, starting with the last 2 of the part before.
SMILES,Mito fusion act,Tb PFK block,Eya2 phos inh,Chronic BCR inh,ELG1 repair inh,TCR activator,a7 integrin act,S-ASM inh,AT treatment,TSHR antagonist,PTAP TSG101 blk
Cc1ccc(NC(=O)Cn2nc(C)c([N+](=O)[O-])c2C)cc1Cl,-2%,-6%,-2%,-1%,-3%,0%,-15%,-1%,-2%,-7,-9%
Oc1ccc(-c2csc(Nc3cccc4ccccc34)n2)cc1O,4%,-13%,15%,?,11%,6%,-13%,-17%,1%,-1,-4%
COc1ccc(C(=O)n2cnc(N)n2)cc1,1%,-2%,2%,-8%,-3%,-1%,-12%,5%,3%,5,-5%
CC(c1ccco1)N(C(=O)c1ccc(Cl)s1)c1ccccn1 (centres undefined),-1%,0%,-12%,?,0%,-6%,-3%,-2%,-9%,38,-6%
Cc1ccc(NC(=O)CN(C)C(=O)CCSc2ccc(F)cc2)cc1,1%,-11%,-9%,0%,-13%,11%,2%,0%,0%,-10,-2%
COc1cc(NC(=O)C2=C(N3CCOCC3)/C(=C\c3ccc(Cl)cc3Cl)CC2)cc(OC)c1OC,0%,-6%,-3%,-10%,21µM*,-1%[46.1 µM],22%,-22%,3%,-1,-10%
Cc1cccc(OCc2nnc(SC(C)C(=O)Nc3ccc(N4CCOCC4)cc3)o2)c1 (centres undefined),·,1%,3%,0%,1%,2%,47%,-3%,7%,-2,-3%
O=C(CN1CCC(NC(=O)c2ccco2)CC1)Nc1ccccc1C(F)(F)F,-9%,-8%,3%,-3%,9%,-2%,-4%,-2%,-5%,0,0%
CN(CCc1ccccn1)C(=O)CCC1CCCN(C(=O)CN2CCCCCC2)C1 (centres undefined),-1%,-6%,4%,0%,13%,-7%,-35%,4%,0%,-8,-1%
COc1ccccc1CN(Cc1nc2ccccc2c(=O)[nH]1)C(=O)Nc1cccc(C)c1,23%,4%,-14%,?,?,1%,17%,-10%,·,·,-4%
Cc1ccc2c(COC(=O)c3ccc(C)c(C)c3)cc(=O)oc2c1,2%,-1%,4%,2%,?,5%,0%,1%,26%,-12,-13%
Cc1nn(-c2ccccc2)c(N)c1N=Nc1ccccc1,?,4%,-4%,?,?,5%,-26%,-16%,-10%,-19,-2%
Cc1ccc(C)c(SCC(=O)NC(=O)NCc2ccccc2)c1,-1%,-1%,-8%,-8%,-9%,-3%[46.1 µM],-6%,-1%,5%,5,-2%
Cc1cccc(-n2ncc3c2CCCC3NC(=O)C2=CC(=O)CC(C)(C)O2)c1C (centres undefined),-1%,-2%,-1%,-4%,?,-8%,-42%[inhibitor],1%,6%,-14,2%
O=C(NCCC1=CCCCC1)C1CCN(C(=O)c2ccc(Br)cc2)CC1,0%,-7%,-7%,5%,-11%,-4%[46.1 µM],12%,-3%,2%,2,0%

# Part of the list above, showing only TSHR antagonist.
canonical_smiles	TSHR antagonist
CC(=O)N1CCc2cc(Br)cc(S(=O)(=O)N3CCCCC3)c21	0
Cc1ccc(Nc2nc(Cl)c(C=O)s2)cc1	13
CC(c1ccco1)N(C(=O)c1ccc(Cl)s1)c1ccccn1 (centres undefined)	38
Cc1cccc(-n2ncc3c2CCCC3NC(=O)C2=CC(=O)CC(C)(C)O2)c1C (centres undefined)	-14
